From PubChem BioAssay
Shiga inhibitor: A qHTS for Small Molecule Inhibitors of Shiga Toxin | Vero cells, Shiga toxin protein synthesis inhibition reporter | inhibition, % at 38.7 µM | 290,000 compounds, 9.2% hits | AID 2315, 2010; in the data active = inhibition mostly above about 28%, no sharp cut-off; inactive = mostly below about 43%; also: 0% is about no effect
Pf growth 96h: Primary qHTS for delayed death inhibitors of the malarial parasite plastid, 96 hour incubation. P. falciparum luciferase reporter growth, 96 h. Potency, µM (highest dose often 28.7 µM), for inactives: at the top dose activity change, negative = inhibition, hits mostly inhibitors. 320,000 compounds, 6.9% hits; also: potency is read from the fitted curve at half-maximal effect; % is scaled to controls: 0 for no effect and ±100 for the full control effect
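Two-generation exposure (96 h) targets delayed-death phenotype. Reporter parasites carrying integrated firefly luciferase, in red cells at 2% hematocrit and 0.05% parasitemia final, kept at 37 C, 5% CO2; luminescence loss indicates inhibition.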
Cycloheximide cs: Cycloheximide Counterscreen for Small Molecule Inhibitors of Shiga Toxin. 300,000 compounds, 12% hits. AID 2314, 2010. cell reporter, cycloheximide protein synthesis inhibition counterscreen. max response, %; in the data active = max response mostly above about 13%, no sharp cut-off; inactive = mostly below about 14%; also: read at 38.3 µM for the half of the compounds with a filed dose; 0% is about no effect
Tb PYK inh: qHTS of Trypanosoma Brucei Inhibitors | 410,000 compounds, 0.12% hits | TbPYK enzyme, Kinase-Glo Plus ATP luminescence, 45 min | Potency, µM (titrated, usually from 76.8 µM), for the others: at the top dose activity, negative = inhibition, usual class: inhibitors | AID 624173, 2012 | pyruvate kinase (Trypanosoma brucei), Q57TT1; also: potency is read from the fitted curve at half-maximal effect; % is scaled to controls: 0 for no effect and ±100 for the full control effect; nearly all actives have a fitted effect of over 50% in size
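TbPYK + substrate in 50 mM TEA pH 7.2, 100 mM KCl, 10 mM MgCl2, 0.05% BSA, 0.01% Tween-20; cpd pinned; ADP 130 uM final; 45 min RT; Kinase-Glo Plus 10 min; luminescence endpoint.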
LmPK inh: qHTS Assay for Inhibitors of Leishmania Mexicana Pyruvate Kinase (LmPK) | Q27686 | purified LmPK, Kinase-Glo ATP luminescence, 1 h | Potency, µM (highest dose often 57.5 µM), for inactives: at the top dose activity change, negative = inhibition, hits mostly inhibitors | 290,000 compounds, 0.37% hits; also: potency is read from the fitted curve at half-maximal effect; % is scaled to controls: 0 for no effect and ±100 for the full control effect
Target sequence (Q27686 whole entry, looked up): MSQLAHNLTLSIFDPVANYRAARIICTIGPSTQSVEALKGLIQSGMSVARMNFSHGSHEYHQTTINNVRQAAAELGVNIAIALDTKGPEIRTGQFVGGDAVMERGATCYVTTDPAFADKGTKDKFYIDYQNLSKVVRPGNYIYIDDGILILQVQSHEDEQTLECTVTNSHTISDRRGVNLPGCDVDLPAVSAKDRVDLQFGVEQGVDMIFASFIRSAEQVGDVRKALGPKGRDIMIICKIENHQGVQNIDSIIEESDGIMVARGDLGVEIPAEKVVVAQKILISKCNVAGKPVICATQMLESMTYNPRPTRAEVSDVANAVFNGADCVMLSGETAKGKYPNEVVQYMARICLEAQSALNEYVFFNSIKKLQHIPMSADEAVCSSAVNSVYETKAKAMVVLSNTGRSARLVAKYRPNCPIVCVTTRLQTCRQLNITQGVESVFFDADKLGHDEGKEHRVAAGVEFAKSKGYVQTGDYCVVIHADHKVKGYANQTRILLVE
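qHTS format; LmPK 0.1 nM; substrates PEP 0.5 mM and ADP 0.1 mM. One-hour room-temperature incubation, then coupled luciferase luminescence; 0.5 nM enzyme wells mark activation.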
AMA1-RON2 inh: qHTS for Inhibitors of AMA1-RON; Towards Development of Antimalarial Drug Lead: Primary Screen; Plasmodium falciparum AMA1 (3D7) - RON2 peptide interaction; AlphaScreen AMA1-biotinylated RON2 peptide binding; Potency, µM (highest dose often 58.2 µM), without a hit: top-dose activity change, negative = inhibition, usual class: inhibitors; 360,000 compounds, 0.2% hits; AID 720542, 2013;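 also: potency is read from the fitted curve at half-maximal effect; 0% = vehicle wells and -100% = peptide control; nearly all actives have a fitted effect of over 45% in size; some results filed as inactive show a strong effect at the top dose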
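AMA1 (3D7) with his tag at 25 nM final met compounds first, then biotinylated RON2 peptide at 25 nM; detection used donor plus acceptor beads, 10 µg/mL apiece, read by AlphaScreen after 30 min at room temperature.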
Pf growth 48h: Primary qHTS for delayed death inhibitors of the malarial parasite plastid, 48 hour incubation | Potency, µM (highest dose often 28.7 µM), for the others: at the highest dose activity change, negative = inhibition, most hits filed as inhibitors | 310,000 compounds, 5.9% hits | P. falciparum luciferase growth in erythrocytes, 48 h | AID 504832, 2011; also: potency is read from the fitted curve at half-maximal effect; % is scaled to controls: 0 for no effect and ±100 for the full control effect
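Erythrocytes infected with P. falciparum carrying an integrated firefly luciferase reporter (2% hematocrit, 0.1% parasitemia final) were exposed to compounds in RPMI 1640 with 0.5% Albumax at 37 C, 5% CO2. Growth inhibition was scored as reduced luminescence.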
Numbers without * were called inactive; ? = inconclusive; . = no result given; [ ] = another dose, or the depositor's remark. Unless noted, calls follow the shape of the dose curve; as a rule, active = well fitted curve in the direction sought with a large enough effect; inconclusive = small, poorly fitted or top-dose-only effect, or another doubt; inactive = no such curve, though single readings can be large; an effect the other way counts as inactive or inconclusive.

SMILES | Shiga inhibitor | Pf growth 96h | Cycloheximide cs | Tb PYK inh | LmPK inh | AMA1-RON2 inh | Pf growth 48h
S=c1[nH]nc(C2CCCCC2)n1/N=C/c1ccccc1Cl | -2 | 15% | -1 | ? | 1% | 70%[activator] | .
CCc1cc(-c2n[nH]c(C)c2-c2nc(C)cs2)c(O)cc1OC | 3 | -17% | 1 | -5% | 6% | 47%[activator] | ?
CCOC(=O)c1nn(-c2cccc(C)c2)c2nnc(Cc3ccc(C)cc3)c(=O)n12 | 9 | 46% | 10 | -2% | 5% | -1% | 51%[activator]
COC(=O)c1ccc(NC(=O)CSc2nc(N)c(NC(=O)c3ccc(Br)o3)c(=O)[nH]2)cc1 | -13 | -3% | 10 | -6% | 1% | -20% | 3%
C(=N\n1cnnc1)/c1cccnc1 | 2 | . | 0 | 1% | 3% | 5% | .
COc1ccc(NC(=O)COC(=O)Cc2ccc(Br)cc2)cc1 | 11 | 20% | -4 | -8% | -2% | -16% | 0%
CCN(CC)C(=O)C(=O)c1cccn1-c1ccc(C#N)cc1 | -3 | -2% | -1 | 5% | 13% | 0% | 26%
COc1ccc(CCN=c2c([N+](=O)[O-])nn(-c3cccc(C)c3)n2O)cc1OC | 9 | 0% | 2 | 0% | 10% | -11% | 0%
C[N+](C)(C)C(Cc1c[nH]c2ccccc12)C(=O)[O-] (centres undefined) | 1 | 2% | -3 | . | 5% | . | 11%
CCOc1cc(C2NC(=O)NC(C)=C2C(=O)NCc2ccccc2)c(Cl)cc1O (centres undefined) | -9 | -21% | -5 | 0% | 5% | -6% | .
COC(=O)c1cc(OC)c(OCc2cc(C(=O)OC)oc2C)c(OC)c1 | -17 | . | 1 | 4% | 0% | -13% | -22%
c1ccc(CSc2nnc3c(n2)OC(c2ccco2)Nc2ccccc2-3)cc1 (centres undefined) | 86* | -5% | 26* | 2% | -3% | 4% | ?
CN(C)N=Nc1ccc(S(=O)(=O)NC(Cc2ccccc2)C(=O)O)cc1 (centres undefined) | 26 | -3% | 0 | 2% | -3% | 30% | 1%
O=C(OC1CCN(c2ncc(C(F)(F)F)cc2Cl)CC1)c1ccc(Cl)cc1 | -6 | 27% | -1 | 5% | -2% | ? | -11%
CCOC(=O)C1=C(C)NC2=C(C(=O)c3ccccc32)C1c1ccc(O)cc1 (centres undefined) | -2 | -25% | -2 | 3% | -3% | -7% | -14%
Cc1sc(N)nc1C12CC3CC(CC(C3)C1)C2 | -15 | -12% | 1 | -3% | 0% | -9% | 3%
C#CCOCCOCCOCCNc1nc(N2CCN(C(=O)[C@H](CCCCN)n3cc(CCCC)nn3)CC2)nc(N2CCN(C(=O)[C@H](Cc3ccc(O)cc3)n3cc(CCO)nn3)CC2)n1 | -11 | -25% | -6 | -2% | 0% | -11% | -3%
CN(CC(=O)Nc1cccc(F)c1)C(=O)c1cn2ccccc2n1 | . | -16% | . | -3% | . | -5% | -22%
COC(=O)C(Cc1c[nH]c2ccccc12)NC(=O)c1cc(-c2ccc(OC)c(OC)c2)oc1C (centres undefined) | -4 | ? | 8 | -25% | 4% | -2% | 2.9µM*
Cc1ccc(C(=O)CN2C(=O)C(C)Oc3ccccc32)cc1 (centres undefined) | 39 | 17% | 33* | -5% | -12% | -3% | 27%
O=C(Nc1ccc(S(=O)(=O)NCc2ccco2)cc1)C1CCCCC1 | 1 | 22% | 14 | 2% | 14% | -12% | 0%
CC(C)c1ccc[n+](-c2nc([O-])sc2C=O)c1 | -8 | 28% | 11 | -14% | -3% | 9% | 8%
Cc1ccc(OCC(=O)N(Cc2cccs2)C2CCS(=O)(=O)C2)cc1 (centres undefined) | 6 | 1% | -2 | 0% | 4% | 2% | 3%
CCS(=O)(=O)N1CCN(C(=O)CC(C)C)CC1 | 20 | -2% | -2 | 2% | -7% | 61%[activator] | ?
CN1CCN(NC(=O)Nc2ccc([N+](=O)[O-])cc2)CC1 | -14 | -30% | 1 | 0% | -7% | -2% | 28%
O=S(=O)(NCc1cccnc1)c1ccc2c(c1)OCCO2 | -3 | 13µM* | -1 | 2% | -1% | -6% | 2%
CN1CCN(CCCNC(=O)c2nnc(Cc3c(F)cccc3Cl)o2)CC1 | -18 | . | -8 | -4% | -3% | -1% | 0%
O=C(NCc1ccco1)C1(S(=O)(=O)c2ccccc2)CC=CC1 | 9 | 0% | 11 | -5% | 1% | 10% | 34%[activator]
Cc1ccc2nc(-c3ccc(F)cc3)nc(SCC(=O)NCC3CCCO3)c2c1 (centres undefined) | -4 | -11% | -6 | 8% | -10% | 64%[activator] | -2%
COC(=O)/C=C1/C(=O)N/C(=N\c2nc(C)cc(C)n2)N1c1ccc(OC)cc1 | -6 | ? | 0 | -1% | 1% | 2% | -13%
O=C(Cc1cccs1)Nc1ccccc1 | 30 | ? | 4 | 0% | 0% | -2% | -20%
COCCCNCCOCCOc1ccc(C)cc1Br | -8 | ? | -2 | 35%[activator] | -5% | -23% | -9%
O=C(NNS(=O)(=O)c1ccccc1[N+](=O)[O-])c1ccccc1[N+](=O)[O-] | -12 | ? | -3 | -5% | 1% | 13% | 4%
NS(=O)(=O)c1cc(C(=O)OCC(=O)NNC(=O)c2ccccc2)ccc1Cl | . | 68%[activator] | . | 4% | . | 40%[activator] | 1%
COc1ccc(CNc2ccc3c(c2)nc(C)n3C)cc1OC | 58* | 7% | 44* | 3% | 4% | 0% | 55%[activator]
Oc1ccc(-c2nc(-c3ccc(O)c(O)c3)cs2)cc1 | 94* | 22% | 23 | -2% | -21% | -18% | ?
O=[N+]([O-])c1ccc(N(CC2CO2)S(=O)(=O)c2ccccc2)cc1 (centres undefined) | -5 | -6% | -6 | -4% | 0% | -1% | -11%
Cc1[nH]n(-c2cccc(Cl)c2)c(=O)c1C=NC12CN3CN(CN(C3)C1)C2 | -3 | 42%[activator] | -1 | 0% | 3% | 3% | 0%
COc1cc(/C=C/C(=O)NCc2ccccn2)cc(OC)c1OC | 6 | -24% | -2 | 1% | -2% | 105%[activator] | 12%
Cc1cccc(OCC(=O)N2CCc3ccccc3C2)c1 | 33* | ? | 27* | 0% | -1% | 6% | 0%
Clc1ccccc1CSc1nnc(/C=C/c2ccccc2)o1 | 7 | 6% | 14 | 2% | 5% | 30% | 11%
NC1=CC(=O)c2cccc3cccc1c23 | -2 | 0% | -4 | . | -2% | . | 2.9µM*
CC(=O)c1ccc(C(=O)Nc2sc3c(c2C(N)=O)CCN(Cc2ccccc2)C3)cc1 | -1 | ? | -1 | . | 0% | . | ?
COc1cccc(NS(=O)(=O)c2cc(C)sc2C)c1 | -1 | -24% | -1 | 0% | 2% | 22% | ?
Oc1ccc2ccccc2c1/C=N/Nc1ccccc1 | 3 | ? | 3 | 2% | 1% | -3% | -10%
COc1ccccc1/C=C/C=N/n1c(C)nnc1C | -17 | ? | -3 | 3% | 3% | 1% | 23%
CC(=O)N(C(C)=O)c1ccc2nc(C)[nH]c(=O)c2c1 | 18 | ? | 1 | -5% | -4% | -2% | -10%
CC(C)CCCN1C(N(C)C)=NC[C@@H]1C | . | 67%[activator] | . | 1% | . | 17% | -10%
COc1cccc(OC)c1C(=O)Nc1ccc(CN2CCCCC2)cc1 | -8 | ? | -1 | 1% | -8% | -8% | -2%
CCNc1c(NS(=O)(=O)c2ccc(Cl)s2)c(=O)oc2ccccc12 | -14 | 4% | -7 | 2% | 4% | 0% | 3%
Cc1nnc(SCc2cc(=O)[nH]c(N3CCN(Cc4ccccc4)CC3)n2)s1 | 4 | 14% | -5 | 4% | 0% | 1% | -13%
Cc1ccc(N2C(=O)CC(Sc3nc(C)cc(C)n3)C2=O)cc1 (centres undefined) | -5 | ? | -2 | 3% | -1% | 0% | -7%
CCC(c1nnnn1Cc1ccc(F)cc1)N(CCCO)Cc1cc2cc3c(cc2[nH]c1=O)OCO3 (centres undefined) | -10 | . | -4 | -1% | -2% | -1% | -24%
COc1ccc(-c2csc(NNC3=NCCCCC3)n2)cc1 | 26* | 0% | 29* | -20% | -13% | 1% | 12µM*
O=C(O)[C@@H](S)[C@H](S)C(=O)O | . | 1.7µM* | . | -28% | . | . | 4.3µM*
